Source: PubChem BioAssay
APJ ag = APJ receptor agonism. CHO-K1 APJ PathHunter beta-arrestin, luminescence; 0% DMSO wells, 100% apelin. activation, % at 20 µM. 330,000 compounds, 0.11% hits;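 active = activation more than six SD over the plate average, tested at 20 µM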;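 also: 0% = DMSO alone and 100% = apelin-13 at 10 nM; some results filed as inactive read as strong as hits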
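Material: engineered CHO-K1 APJ arrestin reporter cells; amount: 1000 CHO-K1 reporter cells seeded per well; incubation: compound stimulation 90 min at 25 °C, detection 60 min; signal: luminescent beta-gal fragment complementation, chemiluminescent substrate; read-out basis: APJ agonist activity; controls: DMSO-only wells as negative, 10 nM Apelin-13 as positive control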
EBI2 antag = blocks human EBI2 receptor beta-arrestin signaling | P32249 | EBI2 beta-arrestin recruitment, luminescence, 7a,25-OHC stimulated | inhibition, % at 5 µM | 360,000 compounds, 0.81% hits | AID 651636; in the data active = inhibition above about 38%;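 also: enzyme fragment complementation signal reports receptor beta-arrestin coupling in cells; 0% = agonist plus DMSO wells and 100% = wells without agonist; some results beyond the cut were filed as inactive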
APJ antagonist = APJ receptor antagonism. CHO-K1 APJ beta-arrestin complementation, luminescence. inhibition, % at 20 µM. 330,000 compounds, 0.32% hits. AID 2521;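 active = inhibition above about 40% at 20 µM, limit read from the data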;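 also: cells challenged with 10 nM apelin-13 agonist together with compound; plate controls were apelin-13 plus DMSO wells for no effect and DMSO wells lacking apelin-13 for full effect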
Mdm2-MdmX inh = disrupts the human Mdm2-MdmX interaction; O15151+Q00987; SaOS-2 split-luciferase Mdm2/MdmX complementation, luminescence; inhibition, % at 8 µM; 330,000 compounds, 3% hits; AID 485346;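 active = inhibition of at least 50% at 8 µM in the primary screen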
Target sequence (O15151 whole entry, looked up): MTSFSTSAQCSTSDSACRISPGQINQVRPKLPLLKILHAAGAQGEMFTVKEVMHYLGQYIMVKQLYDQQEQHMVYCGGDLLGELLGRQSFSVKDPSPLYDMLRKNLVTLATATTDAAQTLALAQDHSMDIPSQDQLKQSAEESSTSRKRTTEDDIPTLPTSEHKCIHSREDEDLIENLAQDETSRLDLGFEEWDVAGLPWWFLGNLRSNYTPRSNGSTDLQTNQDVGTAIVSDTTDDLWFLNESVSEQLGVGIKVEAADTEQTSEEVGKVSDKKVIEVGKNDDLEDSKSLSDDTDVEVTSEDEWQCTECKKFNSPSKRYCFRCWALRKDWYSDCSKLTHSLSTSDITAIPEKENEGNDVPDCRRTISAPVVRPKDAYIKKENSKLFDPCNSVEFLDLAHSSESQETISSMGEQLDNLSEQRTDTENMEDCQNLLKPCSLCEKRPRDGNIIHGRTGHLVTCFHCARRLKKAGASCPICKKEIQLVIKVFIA
Target sequence (Q00987 whole entry, looked up): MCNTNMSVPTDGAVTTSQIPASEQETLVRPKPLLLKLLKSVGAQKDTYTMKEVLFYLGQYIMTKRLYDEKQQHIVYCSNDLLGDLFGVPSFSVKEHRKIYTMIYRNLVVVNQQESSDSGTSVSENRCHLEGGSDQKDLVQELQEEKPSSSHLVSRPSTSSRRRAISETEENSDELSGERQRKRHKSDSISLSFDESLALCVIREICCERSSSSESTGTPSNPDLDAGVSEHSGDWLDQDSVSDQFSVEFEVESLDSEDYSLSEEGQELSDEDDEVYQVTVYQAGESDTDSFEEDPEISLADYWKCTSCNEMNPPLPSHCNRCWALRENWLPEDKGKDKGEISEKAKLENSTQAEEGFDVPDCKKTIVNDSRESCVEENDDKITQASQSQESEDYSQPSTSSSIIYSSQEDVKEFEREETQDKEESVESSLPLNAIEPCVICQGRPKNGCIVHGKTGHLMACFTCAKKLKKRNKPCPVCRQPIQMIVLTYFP
UPR XBP1 act = activators of adaptive arm of unfolded protein response (XBP1); activation, % at 20 µM; AID 463104; 330,000 compounds, 0.33% hits; CHO-XBP1 luciferase reporter, IRE1-XBP1 UPR activation, luminescence; percent of tunicamycin response, DMSO as zero;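 active = versus positive control, 20 µM dose yields 30% or more activation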;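 also: 100% = tunicamycin at 10 µg/mL and 0% = DMSO only wells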
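Test system: CHO-XBP1 luciferase reporter cells | Buffer or medium: Serum-containing F12 medium, 10% FBS | Schedule: 6 h compound exposure at 37 °C, 5% CO2 | Detection: Steady-Glo luciferase glow luminescence, 10 min after reagent addition | Read-out basis: Activation, % of tunicamycin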
CXCR6 block = inhibitors of human CXCR6 receptor; O00574; CHO-K1 PathHunter CXCR6 beta-arrestin, luminescence; inhibition, % at 20 µM; 360,000 compounds, 0.36% hits; AID 602244; in the data active = inhibition above about 34%, passing the limit was not always enough;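 also: antagonist mode with CXCL16 agonist at 10 nM final; 0% = 10 nM CXCL16 with DMSO and 100% = unstimulated wells without agonist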
CCR6 antagonist = CCR6 (human) receptor antagonism | CHO-K1 CCR6 PathHunter beta-arrestin, luminescence, CCL20-stimulated | inhibition, % at 20 µM | P51684 | 340,000 compounds, 0.49% hits;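 active = compounds whose inhibition of the agonist-driven luminescence signal at 20 µM reaches about 50%, limit read from the data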;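 also: cells stimulated with CCL20 at 14 nM final; plate controls were DMSO with CCL20 for no effect and DMSO without agonist for full effect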
tim23-1 inh = inhibits growth of tim23-1 mutant yeast | inhibition, % at 20 µM | S. cerevisiae tim23-1 growth, BacTiter-Glo luminescence, 24 h | 330,000 compounds, 1.3% hits | AID 463212;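 active = growth inhibition of the mutant yeast at or above 50%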;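 also: temperature-sensitive mutant grown at 25 °C; plate controls were DMSO-treated mutant yeast for no effect and medium wells lacking yeast for full effect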
UPR CHOP act = apoptotic UPR (CHOP) activation; CHO-CHOP luciferase reporter, luminescence; percent of tunicamycin response over DMSO baseline; activation, % at 10 µM; 330,000 compounds, 0.34% hits;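 active = at 10 µM dose, activation of 40% or more, normalized to positive control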;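 also: 100% = tunicamycin at 10 µg/mL and 0% = DMSO alone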
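Assay system: CHO-CHOP cells, stable luciferase reporter of PERK-eIF2a-CHOP signalling / Buffer or medium: F12 plus 10% serum / Compound dosing: one dose, 10 µM in 0.5% DMSO / Times: 6 h compound treatment, 37 °C / Technique: luciferase luminescence / Read-out: % reporter activation, DMSO baseline versus tunicamycin full activation / Benchmarks: tunicamycin and DMSO controls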
Numbers without * were called inactive; & = joins results of further samples. Only part of the results is shown (hit frequency here may not be typical).

1	Cc1cccc(C(=O)Oc2csc(=S)n2C(=O)c2cccc(C)c2)c1
2	COc1ccc(CCNC(=O)C2CCN(c3nn4c(=O)cc(C)nc4s3)CC2)cc1OC
3	C/C(=N\NC(N)=O)c1ccccc1
4	c1ccc2c(NC3C4CC5CC(C4)CC3C5)nc(N3CCOCC3)nc2c1 (stereo not given)
5	Cc1cc(=O)[nH]c(COc2ccccc2)n1
6	CCc1ccc2c(c1)C(NC(C)=O)C(=O)N2CCN1CCOCC1 (stereo not given)
7	COC(=O)c1c(NC(=S)Nc2ccc(F)cc2[N+](=O)[O-])sc2c1CCCCC2
8	O=C(O)CCCCCNCc1ccncc1

screen / no.	1	2	3	4	5	6	7	8
APJ ag	4	-2	-2	-1	-1	-4	-2	-2
EBI2 antag	-12	-6	-5	-70	-7	-17	-5	-7
APJ antagonist	1	14	9	-7	10	18	12	9
Mdm2-MdmX inh	13	-29	25	28	17	16	0	-1
UPR XBP1 act	-2	-2	2	8	-3	-1	-2	-1
CXCR6 block	-1	6	-7	6	-2	3	-1	5
CCR6 antagonist	-5	-3	8	18	0	10	2	-1
tim23-1 inh	36	10	0	35	6	-5	27	2
UPR CHOP act	0.7	-0.2	-1.4	-1.0	0.6	1.7	-1.7	-1.1

Structures from the list above with sulfur:
1	Cc1cccc(C(=O)Oc2csc(=S)n2C(=O)c2cccc(C)c2)c1
2	COc1ccc(CCNC(=O)C2CCN(c3nn4c(=O)cc(C)nc4s3)CC2)cc1OC
7	COC(=O)c1c(NC(=S)Nc2ccc(F)cc2[N+](=O)[O-])sc2c1CCCCC2

screen / no.	1	2	7
APJ ag	4	-2	-2
EBI2 antag	-12	-6	-5
APJ antagonist	1	14	12
Mdm2-MdmX inh	13	-29	0
UPR XBP1 act	-2	-2	-2
CXCR6 block	-1	6	-1
CCR6 antagonist	-5	-3	2
tim23-1 inh	36	10	27
UPR CHOP act	0.7	-0.2	-1.7

Sorted by heavy-atom count (smallest number first): some entries from above.
3	C/C(=N\NC(N)=O)c1ccccc1
5	Cc1cc(=O)[nH]c(COc2ccccc2)n1
7	COC(=O)c1c(NC(=S)Nc2ccc(F)cc2[N+](=O)[O-])sc2c1CCCCC2

screen / no.	3	5	7
APJ ag	-2	-1	-2
EBI2 antag	-5	-7	-5
APJ antagonist	9	10	12
Mdm2-MdmX inh	25	17	0
UPR XBP1 act	2	-3	-2
CXCR6 block	-7	-2	-1
CCR6 antagonist	8	0	2
tim23-1 inh	0	6	27
UPR CHOP act	-1.4	0.6	-1.7

Remaining list, next part
9	O=C(O)c1c(NC(=O)N(CCO)Cc2ccccc2)sc2c1CCCC2
10	COC(=O)[C@]1(C)N[C@H](CN(C)C(=O)NC(C)C)[C@@H]2C(=O)N(Cc3ccccc3)C(=O)[C@@H]21
11	CCCOC1CCCN(C(=O)c2cc(COc3cncc(Cl)c3)on2)C1 (stereo not given)
12	Cc1ccc(Cc2cncc(O)c2)cc1S(=O)(=O)O
13	COc1cc(C(=O)NNC(=O)CCOc2ccccc2C)cc(OC)c1OC
14	COCCCN(C(=O)c1cc2c(s1)CCCCC2)c1c(N)n(Cc2ccccc2)c(=O)[nH]c1=O
15	COc1cccc(CN(C(=O)COc2ccccc2[N+](=O)[O-])C2CCS(=O)(=O)C2)c1 (stereo not given)
16	Cc1ccc(/C=N/N2CCN(Cc3ccccc3)CC2)o1

screen / no.	9	10	11	12	13	14	15	16
APJ ag	-2	-2	-1	-1	-3	0	-6	-2
EBI2 antag	-3	-6	-4	1	6	-3	-8	-11
APJ antagonist	4	1	13	11	-1	12	0	12
Mdm2-MdmX inh	12	12	-74	3	-6	27	31	3
UPR XBP1 act	-4	-2	1	0	-3	-1	-2	3
CXCR6 block	-4	-5	-9	-11	0	-6	4	-2
CCR6 antagonist	7	1	-8	6	4	-11	10	-4
tim23-1 inh	7	5	24	0	12	13	-10	15
UPR CHOP act	-0.2	-1.4	2.6	-2.0	1.0	2.1	-2.2	1.0

17	c1ccc(C2Nc3ccccc3C3OCCCC23)cc1 (stereo not given)
18	Cc1nn(-c2ccccc2)c(C)c1/C=C/C(=O)OCC(=O)Nc1ccc(C(N)=O)cc1
19	COc1ccc(C(=O)Oc2c(OC)cc(C(=S)N3CCOCC3)cc2OC)cc1OC
20	Cc1ccc(CNC(=O)c2nnc(Cc3ccc(Cl)cc3)o2)cc1
21	COc1cc(S(=O)(=O)NCc2cccnc2)ccc1F
22	Cc1ccccc1CN1CCC(Oc2ccc(C(=O)NCc3ccccn3)cc2)CC1
23	COc1ccc(C(=O)OCC(=O)NC(Cc2ccccc2)C(C)=O)cc1S(=O)(=O)N1CCCC1 (stereo not given)
24	Cc1ccc(S(=O)(=O)N(C)CC(=O)OCC(=O)N2CCCC2=O)cc1

screen / no.	17	18	19	20	21	22	23	24
APJ ag	-4	-1	-5	-1	-3	-3	-4	-1
EBI2 antag	3	-3	-7	14	3	-9	-5	-8
APJ antagonist	-9	-18	-5	13	2	11	22	-15
Mdm2-MdmX inh	26	16	29	25	12	16	33	-12
UPR XBP1 act	0	3	-5	0	-2	-4	-1	-1
CXCR6 block	2	0	-7	-8	-6	2	-7	0
CCR6 antagonist	22	1	15	0	4	-3	15	4
tim23-1 inh	21	-5	13	-2	10	8	2	-3
UPR CHOP act	2.3	2.8	1.1	-1.5	-1.0	-0.6	-0.6	1.2

25	NC1=NC(=O)C(CC(=O)NCc2ccccc2)S1 (stereo not given)
26	O=C1CS/C(=C/C(=O)c2cccc(Cl)c2)N1
27	CC(=O)c1cccc(NC(=O)C(C)OC(=O)C2CCC2)c1 (stereo not given)
28	Cc1ccc(NCc2ccccc2)cc1
29	O=C(NCCN1CCN(c2ccccc2)CC1)Nc1ccccc1Br
30	Cc1ccc(NC(=O)CN(C)C(=O)COC(=O)COc2ccc(C#N)cc2)cc1
31	O=C(CN1C(=O)NC(Cc2c[nH]c3ccccc23)C1=O)NCCc1ccc(F)cc1 (stereo not given)
32	CCNC(=O)c1ccccc1NC(=O)C1CC(=O)N(C(C)C)C1 (stereo not given)

screen / no.	25	26	27	28	29	30	31	32
APJ ag	1	-3	1	-1	-1	7	-1	2
EBI2 antag	-8	-3	0	-5	-11	-10	2	-3
APJ antagonist	3	1	1	3	-4	-39	8	8
Mdm2-MdmX inh	-22	18	5	14	-22	10	-9	17
UPR XBP1 act	3	-2	-1	2	-5	-2	-3	-2
CXCR6 block	8	-7	1	-4	-2	2	-12	2
CCR6 antagonist	1	9	2	-6	9	0	-7	-5
tim23-1 inh	3	48	-12	-3	2	-9	5	-9
UPR CHOP act	2.2	-0.7	0.5	2.1	-1.1	2.0	1.3	-1.4

33	CC(=O)c1sc(Nc2ccc(C)cc2)nc1C
34	COc1cc(/C=C2/SC(=S)N(CC(=O)Nc3nc4ccccc4s3)C2=O)cc(OC)c1OC
35	CCOc1ccc(C(=O)Nc2ccc(N3CCN(C)CC3)cc2)cc1
36	COc1cc(C)cc(OC)c1OCC(=O)Nc1cc(C)on1
37	CCc1ccc(S(=O)(=O)ON2C(=O)c3ccccc3C2=O)cc1
38	CCC(C)Sc1cc(-c2nc3ccccn3c2NC2CCCCC2)ccc1OC (stereo not given)
39	COc1ccc(S(=O)(=O)NCCC(=O)NCc2ccccc2)cc1
40	CN1CCN(C(=O)CSc2nc(-c3ccco3)cc(C(F)(F)F)n2)CC1

screen / no.	33	34	35	36	37	38	39	40
APJ ag	-1	-8	-3	-4	-1	6	0	-3
EBI2 antag	-1	-1	-3	5	2	5&10	-7	-11
APJ antagonist	-6	2	-10	-1	1	-4	6	8
Mdm2-MdmX inh	12	3	-3	-16	-21	69*	1	9
UPR XBP1 act	-1	1	-1	0	-5	4	1	0
CXCR6 block	-4	12	4	1	1	1&6	5	-6
CCR6 antagonist	-17	6	7	-4	11	4	-5	7
tim23-1 inh	-13	19	-20	11	10	3	9	-12
UPR CHOP act	2.6	-0.6	2.5	-3.8	1.4	4.3	-1.2	-0.1

41	N#C/C(=N\Nc1ccc(Cl)cc1)C(N)=S
42	Cc1cc(C)n2nc(SCc3nnc(SCCCCl)o3)nc2n1
43	CC(=O)NCCC(=O)Nc1nc(-c2c[nH]c3ccccc23)cs1
44	Cc1cc(=O)oc2cc(NC(=O)CN3C(=O)NC(C)(c4ccccc4)C3=O)ccc12 (stereo not given)
45	O=c1[nH]c2cccnc2n1-c1ccc([N+](=O)[O-])cc1
46	Cc1ccccc1NC(=O)Nc1c(C)n(C)n(-c2ccccc2)c1=O
47	O=C(Nc1cccc(Cl)c1)NC1CC2CCC1C2 (stereo not given)
48	Cc1ccccc1Cn1ccc(NC(=O)c2cc3nc(-c4ccco4)cc(C(F)(F)F)n3n2)n1

screen / no.	41	42	43	44	45	46	47	48
APJ ag	-5	-6	-1	-3	-5	0	1	1
EBI2 antag	3	-8	7	-3	0	-10	-11	21
APJ antagonist	24	6	0	6	-10	6	9	12
Mdm2-MdmX inh	64*	-5	10	-21	-25	2	9	15
UPR XBP1 act	2	-3	2	0	-2	-1	-2	-1
CXCR6 block	23	1	2	5	3	-1	4	8
CCR6 antagonist	17	-4	0	4	8	6	8	-23
tim23-1 inh	40	7	10	-3	12	-1	33	-5
UPR CHOP act	3.2	-1.2	0.6	-0.4	-1.1	1.5	4.1	-2.8

49	CCOC(=O)c1sc(NC(=O)C2CC(=O)N(c3ccccc3OC)C2)nc1C (stereo not given)
50	COCC1CCCN(Cc2cn(-c3ccccc3)nc2-c2ccc3c(c2)OCO3)C1 (stereo not given)
51	CC(CNC(=O)CC(C)(C)C)NC(=O)CC(C)(C)C (stereo not given)
52	O=C(Nc1ccccc1)C1=C[C@@H](c2ccc3c(c2)OCO3)C[C@@H](OCCCCO)O1
53	COc1ccc(NC(=O)C2CCN(C(=O)Cc3ccccc3)CC2)cc1OC
54	COc1ccc(S(=O)(=O)N2CCOCC2)cc1NC(=O)c1ccc(-n2nc(C)cc2C)cc1
55	C=CCNC(=S)NNC(=O)c1ccc(C)c(Cl)c1
56	CCOCCCNC(=O)c1c(C)[nH]c(C(=O)OCC)c1C
57	O=C(Cn1cc(C(F)(F)F)ccc1=O)N/N=C/c1ccc(Cl)cc1

screen / no.	49	50	51	52	53	54	55	56	57
APJ ag	-4	-2	-3	0	-2	3	-2	-5	1
EBI2 antag	3	2	-8	-18	-5	6	-1	-2	5
APJ antagonist	-48	6	5	-12	12	-15	8	-3	0
Mdm2-MdmX inh	1	15	-3	4	2	-28	0	-2	14
UPR XBP1 act	2	-5	1	0	1	-1	-1	0	0
CXCR6 block	6	-3	9	7	2	-2	4	6	2
CCR6 antagonist	1	8	7	1	7	-4	15	-17	11
tim23-1 inh	5	4	1	24	9	-6	3	-1	-6
UPR CHOP act	1.1	-2.0	0.1	3.6	-1.1	0.2	1.4	-0.5	-1.2
